Bioassay records: PubChem BioAssay, National Center for Advancing Translational Sciences (NCATS)
D1 antag – human D1 dopamine receptor antagonism; P21728; HEK293 TREx D1 cells, calcium flux, dopamine EC80; active compounds read low; activity change, negative = inhibition, % at 10 µM; hit rate 3.2% among 360,000; AID 504652; in the data active = activity change below about -30%; note: % is set by controls: 0 for no effect and ±100 for the full control effect
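Calcium flux readout: force-coupled, inducible Hek293 Trex D1 line, cells induced overnight at 30 C with tetracycline, dye-loaded 30–90 min at RT. Antagonism scored against EC80 dopamine challenge given 180 s after compound.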
D1 PAM – enhances dopamine response at the human D1 receptor; AID 504651; hit rate 0.036% among 360,000; HEK293 TREx D1 cells, calcium flux, dopamine EC20 potentiation; P21728; potentiation, % at 10 µM; in the data active = potentiation above about 30%; note: 0% is about no effect
D1 ag – activates the human D1 dopamine receptor. activation, % at 2 µM. HEK293 T-REx D1 cells, calcium flux, agonist mode. hit rate 1% among 360,000. P21728; note: 0% is about no effect
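Inducible HEK293 T-REx D1 cells, force-coupled to calcium signalling, were plated at 4000 cells/well with tetracycline and held overnight at 30 C. After no-wash calcium dye loading, compound-evoked calcium rise over 180 s flagged agonists.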
D2 PAM – D2 dopamine receptor (human) potentiation; P14416; HEK293 T-REx D2, calcium flux, EC20 dopamine potentiation; potentiation, % at 10 µM; hit rate 0.34% among 340,000; AID 485347;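 active = potentiation over 3 SD above the plate norm, cut at about 30% in these data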; note: 0% is about no effect
Target sequence (P14416 whole entry, looked up): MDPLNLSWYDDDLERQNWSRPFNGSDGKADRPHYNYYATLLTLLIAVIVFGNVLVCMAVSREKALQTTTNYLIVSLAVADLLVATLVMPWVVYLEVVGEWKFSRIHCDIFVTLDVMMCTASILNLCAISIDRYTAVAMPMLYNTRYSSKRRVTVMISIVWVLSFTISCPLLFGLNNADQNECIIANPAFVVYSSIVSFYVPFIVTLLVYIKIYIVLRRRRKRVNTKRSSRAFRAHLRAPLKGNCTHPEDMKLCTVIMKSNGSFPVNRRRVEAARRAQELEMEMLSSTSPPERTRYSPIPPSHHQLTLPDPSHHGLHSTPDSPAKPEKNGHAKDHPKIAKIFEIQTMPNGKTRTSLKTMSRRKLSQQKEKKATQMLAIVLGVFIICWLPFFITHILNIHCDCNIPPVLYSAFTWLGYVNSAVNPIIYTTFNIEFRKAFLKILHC
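Cells plated with tetracycline inducer and held overnight at 30 C; calcium dye loaded 30–90 min at room temperature; baseline taken, compound added and read 180 s; EC20 dopamine then added and read 180 s.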
TRHR PAM – allosteric enhancers of human TRH receptor; TRHR cells, fluo-8 calcium fluorescence, EC20 TRH enhancement; hit rate 0.66% among 360,000; enhancement, % at 2 µM; P34981; in the data active = enhancement above about 30%; note: 0% is about no effect
Target sequence (P34981 whole entry, looked up): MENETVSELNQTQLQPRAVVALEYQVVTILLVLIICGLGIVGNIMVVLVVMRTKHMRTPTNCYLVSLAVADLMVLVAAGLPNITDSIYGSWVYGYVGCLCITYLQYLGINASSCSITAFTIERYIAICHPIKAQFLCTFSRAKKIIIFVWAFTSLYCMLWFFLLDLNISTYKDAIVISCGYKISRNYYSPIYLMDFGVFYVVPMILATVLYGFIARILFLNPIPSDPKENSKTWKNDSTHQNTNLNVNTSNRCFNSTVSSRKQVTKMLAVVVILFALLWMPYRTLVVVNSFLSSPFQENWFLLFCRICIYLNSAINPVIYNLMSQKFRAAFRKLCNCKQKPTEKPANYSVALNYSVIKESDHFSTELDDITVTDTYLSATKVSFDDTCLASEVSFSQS
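TRHR-expressing cells loaded with fluo-8 calcium dye were read kinetically (ex 480/em 530) during compound addition, then stimulated with an EC20 of TRH (10 nM final). Enhancement of the Gq-mediated intracellular calcium response was scored.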
TRHR ag – agonists of human TRH receptor. P34981. TRHR cells, calcium flux fluo-8, FDSS agonist mode. activation, % at 2 µM. hit rate 0.18% among 360,000. AID 493084; note: 0% is about no effect
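In this calcium-flux screen, cells bearing human TRHR are dye-loaded with fluo-8, baselined for 10 cycles, then exposed to library compounds; positive kinetic calcium responses during the agonist phase mark hits, with TRH as control.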
RXFP1 antag – RXFP1 (human) relaxin receptor antagonism. Q9HBX9. hit rate 0.59% among 350,000. activity change, negative = inhibition, % at 57.5 µM. HEK293-RXFP1, relaxin-stimulated cAMP HTRF, 30 min; active compounds read low;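 active = activity change of -60% or lower, but not beyond a set lower limit; inconclusive = change between -60% and -40%, or beyond the set limit; inactive = change above -40%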; note: % is set by controls: 0 for no effect and ±100 for the full control effect
D2 antagonist – antagonizes the human D2 dopamine receptor | P14416 | HEK293 TREx D2 cells, calcium flux, dopamine EC80 | inhibition, % at 10 µM | hit rate 2% among 340,000 | AID 485344; in the data active = inhibition above about 30%; note: 0% is about no effect
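Measurement of antagonist activity uses fluorescent calcium dye in inducible HEK293 T-REx D2 cells: 10 s baseline, compound addition with 180 s read, EC80 dopamine addition with a further 180 s read.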
D2 ag – D2 dopamine receptor (human) agonism. HEK293 T-REx D2 cells, calcium flux agonist mode. activation, % at 2 µM. hit rate 0.53% among 340,000. AID 485358;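 active = activation over 3 SD above normal in the single-dose calcium agonist read, cut at about 30% in these data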; note: 0% is about no effect
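In this primary screen, compounds producing a positive calcium signal within 180 s of addition to tetracycline-induced, force-coupled HEK293 Trex D2 cells are flagged; cells are dye-loaded with a no-wash calcium kit beforehand.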
* marks the source's active call; other numbers are inactive results; u = inconclusive; x = not tested or not shown; & = joins results of further samples. Cut-off read from the data, not from the text of the source, unless noted: active = activation above about 30%; inactive = the rest. Not a hit list; about 7.3% have a hit in one of these screens.

SMILES | D1 antag | D1 PAM | D1 ag | D2 PAM | TRHR PAM | TRHR ag | RXFP1 antag | D2 antagonist | D2 ag
Cc1cccc(N2C(=O)C(O)=C(C(=O)c3cccs3)C2c2ccc(C(C)C)cc2)n1 (configuration not stated) | 1 | 3 | 1 | -9 | -4 | 1.5 | 4 | x | x
CCCCc1n(CC(=O)c2ccc(Cl)cc2)c2ccccc2[n+]1C | 1 | 6 | 0 | 8 | -10 | 1.5 | -6 | 17 | 1.2
C/C(CCC(=O)OC[C@H]1O[C@H](C#Cc2ccccc2)C=C[C@@H]1Oc1ccc(C)cc1)=N\OC[C@@H](O)[C@H]1O[C@@H]2OC(C)(C)O[C@@H]2[C@H]1O | 0 | -3 | 4 | 1 | -2 | 1.0 | x | -5 | 1.0
Cc1cccn2c(=O)c(C=O)c(N3CCN(C)CC3)nc12 | 0 | -11 | 1 | -15 | -7 | 0.1 | 7 | -10 | 0.0
COC(=O)c1c(-c2ccccc2)c[nH]c1C | -7 | -2 | 2 | 0 | -10 | -0.2 | -6 | 2 | -0.7
COc1cc(Cl)c(C)cc1NC(=O)Cn1c2ncccc2c(=O)n1-c1ccccc1 | 16 | 1 | 3 | 3 | -8 | 0.2 | 11 | x | 0.4
CCOC(=O)N1CCN(C(=O)c2cc3c(=O)n4ccccc4nc3s2)CC1 | -8 | -2 | 1 | -17 | -1 | -0.7 | 0 | -4 | -0.1
CCc1ccc(NC(=O)C2CCCN(S(=O)(=O)c3c(C)noc3/C=C/N(C)C)C2)cc1 (configuration not stated) | -15 | -2 | 0 | -6 | -3 | -0.3 | -8 | x | -0.2
Cc1ccc(C2c3[nH]c4ccccc4c3C[C@H]3C(=O)N(c4ccccc4C(=O)NCCCN4CCOCC4)C(=O)N23)cc1 (some centres not stated) | -3 | 2 | 3 | x | 5 | -0.7 | x | x | x
C/C(=N\NC(=O)c1n[nH]c2c1CCC2)c1cccs1 | 0 | -1 | 2 | 4 | 1 | -0.6 | 7 | -5 | -0.6
Cc1cc(NC(=O)C2C3C(=O)N(CCC(C)C)C(C(=O)NCc4ccccc4)C34C=CC2(C)O4)no1 (configuration not stated) | 9 | 0 | 1 | -3 | -3 | 0.1 | 2 | 0 | 1.0
COc1cc(OC)c(NC(=O)C2CCCN(c3ncnc4c3nc3n4CCCCC3)C2)cc1Cl (configuration not stated) | -23 | 1 | 0 | -11 | 33* | -0.7 | -8 | x | -0.6
COc1ccc(CNC(=O)CCS(=O)(=O)c2ccc3c(c2)CCN3C(C)=O)cc1 | 7 | -2 | 0 | 2 | 6 | 0.2 | 1 | 9 | -0.8
COc1cccc2c1OCC(C(=O)NCc1ccc(Cl)cc1Cl)=C2 | -18 | 1 | 4 | -13 | -3 | 0.2 | 1 | x | 0.1
CCN1CCc2c(sc(-n3cccc3)c2C(C)NC(=O)Nc2ccccc2C)C1 (configuration not stated) | -10 | 0 | 3 | -10 | -7 | 2.6 | -2 | x | 1.6
COc1ccc(CCNC(=O)Cn2c(=O)cc(C(F)(F)F)c3c(C)nn(C)c32)c(OC)c1 | 1 | -3 | 2 | 1 | 1 | -0.2 | -1 | x | -0.3
CCCCNC(=O)CC1N=C2c3ccccc3N=C(SCC(=O)Nc3cccc(C)c3)N2C1=O (configuration not stated) | 1 | 2 | 1 | 5 | -11 | -0.2 | -5 | 16 | 0.4
S=c1[nH]nc(-c2n[nH]c3c2CCC3)n1/N=C/C=C/c1ccco1 | -3 | 0 | 1 | x | 39* | -1.1 | -1 | x | x
Cc1ccc(NC(=O)N2CCCC2C(=O)NCc2ccccc2Cl)cc1 (configuration not stated) | -2 | -2 | 1 | -26 | -4 | -0.2 | 0 | -3 | 0.0
CCC(Sc1nc2ccccc2c2nc(CCc3c(C)n[nH]c3C)nn12)C(=O)Nc1ccccc1F (configuration not stated) | 9 | -2 | 2 | 2 | 1 | 0.0 | -9 | x | 0.7
NNC(=O)CC12CC3CC(C1)CC(n1ncnn1)(C3)C2 | -8 | 0 | 1 | -2 | 2 | -0.1 | 4 | -22 | 1.8
CC1CCN(c2cc3c(cc2F)c(=O)c(S(=O)(=O)c2ccc(Cl)cc2)cn3C)CC1 | -5 | -1 | -1 | -5 | 9 | 0.9 | -12 | x | 1.2
O=C(CCNC(=O)c1ccccc1Cl)Nc1cccc(S(=O)(=O)N2CCOCC2)c1 | -17 | 1 | 2 | 2 | 5 | -0.1 | -4 | x | x
Cc1ccccc1-c1nc(CN2CCC(C(=O)NC(C)C)CC2)c(C)o1 | 2 | 0 | 3 | -1 | 8 | -0.5 | x | x | -1.0
Nc1nc(SCCO)[nH]c(=O)c1NC(=O)c1ccccc1F | 7 | -6 | 2 | 4 | -1 | 0.5 | -13 | -14 | 0.7
CCCOc1ccc(C(=O)Nc2ccc3oc(-c4ccc5ccccc5c4)nc3c2)cc1 | 9 | 0 | 0 | -3 | -6 | 1.2 | -7 | x | 0.4
CCN(CC)N=Nc1ccc(S(=O)(=O)Nc2nc(C)cc(C)n2)cc1 | 8&-3 | 0&2 | 0&8 | 1&-1 | 0&0 | 0.2&-0.1 | -6&-2 | 20&16 | 0.0&-1.0
Cc1ccn2cc(-c3ccc4c(c3)NC(=O)CO4)nc2c1 | 6 | -2 | 1 | 2 | 8 | -0.7 | 5 | 14 | 2.5
CCCn1c(N)c(N(CCOC)C(=O)c2cc(S(=O)(=O)N3CCCCCC3)ccc2OC)c(=O)[nH]c1=O | -15 | 4 | 1 | 7 | 5 | 1.2 | -13 | -11 | 0.7
COc1cc(CC(=O)N(C)CC(=O)Nc2cc(C)ccc2C)cc(OC)c1OC | 12 | -8 | 0 | 12 | 7 | -0.6 | 4 | 16 | 0.1

Random excerpt: 2 compounds from above
SMILES | D1 antag | D1 PAM | D1 ag | D2 PAM | TRHR PAM | TRHR ag | RXFP1 antag | D2 antagonist | D2 ag
CCC(Sc1nc2ccccc2c2nc(CCc3c(C)n[nH]c3C)nn12)C(=O)Nc1ccccc1F (configuration not stated) | 9 | -2 | 2 | 2 | 1 | 0.0 | -9 | x | 0.7
NNC(=O)CC12CC3CC(C1)CC(n1ncnn1)(C3)C2 | -8 | 0 | 1 | -2 | 2 | -0.1 | 4 | -22 | 1.8

Further compounds follow.
SMILES | D1 antag | D1 PAM | D1 ag | D2 PAM | TRHR PAM | TRHR ag | RXFP1 antag | D2 antagonist | D2 ag
CCOC(=O)c1sc(NC(=O)CN2C(=O)NC3(CC(C)CC(C)(C)C3)C2=O)c(C(=O)OCC)c1C (configuration not stated) | 0 | -5 | 3 | 3 | -3 | -0.3 | -1 | -2 | -0.4
CC(=O)Nc1cccc(C(=O)OCC(=O)c2ccc3c(c2)OCO3)c1 | 0 | -2 | 9 | 2 | -6 | 0.1 | u | 14 | 1.2
CCOC(=O)c1c(-c2cccc3ccccc23)csc1NC(=O)C1C2CCC(O2)C1C(=O)O (configuration not stated) | 2 | -5 | -1 | -1 | 14 | 0.5 | 5 | 10 | -0.4
CC(NC(=O)CNC(=S)N(Cc1ccccc1)Cc1cccnc1)c1ccccc1 (configuration not stated) | -11 | -9 | 1 | 14 | -2 | 2.1 | 2 | -3 | -0.3
Cc1nc(SCc2ccccc2Cl)c(C#N)c(C)c1C | -8 | -4 | 1 | -8 | -6 | 0.3 | x | x | 0.3
COc1ccc(N2C(=O)c3ccccc3NC23CCC(C)CC3)cc1 (configuration not stated) | 4 | -5 | -3 | 7 | -3 | 0.0 | -16 | 21 | 0.5
CCOc1ccc(N(CC(=O)NC(C)(C)C)C(=O)CCC(=O)Nc2nccs2)cc1 | 17 | -3 | 5 | 10 | 11 | 0.4 | -13 | -17 | -0.3
CCOC(=O)C1=NNC2(c3ccc(Cl)cc3)C(=O)N(c3ccc(C)cc3)C(=O)C12 (configuration not stated) | 8 | 0 | 0 | 7 | 1 | -0.2 | -8 | 2 | -0.9
CC(C)c1ccc(NC(=O)c2cc(Br)ccc2Br)cc1 | 2 | -5 | 3 | 4 | 0 | -0.1 | -33 | -8 | -0.4
COc1cccc(-c2ncc3ccccc3c2COC(=O)CCC(=O)O)c1 | x | 0 | 6 | 5 | 8 | 0.1 | x | 10 | -0.1
Cc1cnc(NC(=O)CCCc2nc3ccccc3s2)s1 | -15 | -7 | 2 | 8 | 3 | -0.4 | -10 | 10 | 0.0
O=C(CCC(=O)N1CCN(c2ccc(C(F)(F)F)cn2)CC1)c1cccs1 | -15 | 9 | 10 | 5 | 0 | 0.1 | -2 | 2 | -0.5
COc1ccc2cc3[n+](cc2c1OC)CCc1cc2c(cc1-3)OCO2 | x | x | x | 13&-2 | 3&6 | -0.1&0.9 | -5 | 2&-18 | 0.4&-0.3
COc1ccc(C(=O)n2cnc3ccccc32)cc1[N+](=O)[O-] | -1 | -3 | 2 | -10 | 3 | 0.2 | -6 | -8 | -0.6
COc1ccccc1CNc1ncnc2c1nc1n2CCCC1 | -25 | -2 | 0 | 24 | 1 | -1.4 | x | x | -0.8
CCN(C(=O)CSc1nc(N)cc(=O)[nH]1)c1c(N)n(Cc2ccccc2)c(=O)[nH]c1=O | 12 | -13 | 2 | -4 | -5 | 0.3 | 3 | -3 | -0.4
COc1cc(-c2cc(-c3ccc(F)cc3)nc(N)c2C#N)ccc1O | -44* | -7 | 0 | -6 | 0 | 0.1 | -3 | -5 | -0.6
O=C(CCC(=O)Nc1ccc(F)cc1)N/N=C/c1cccnc1 | 6 | 2 | 2 | -14 | -6 | 0.1 | -2 | -16 | -0.3
CCOC(=O)C1=C(C)NC(=O)C(C#N)C1c1ccco1 (configuration not stated) | -22 | 14 | 5 | -4 | 1 | 0.2 | 2 | 3 | -2.3
CC1CCCCN1CCNC(=O)C1CCN(S(=O)(=O)c2cccc3cccnc23)CC1 (configuration not stated) | 1 | 0 | -1 | -11 | 31* | 0.2 | x | 17 | 0.0
CCN(Cc1ccccc1)Cc1nnnn1Cc1ccccc1 | -73* | 2 | 3 | 2 | 0 | -0.3 | 3 | -1 | -0.2
NS(=O)(=O)c1ccc(NC(=O)c2ccc(COc3ccccc3)o2)cc1 | 11 | 10 | 13 | 5 | 1 | -1.0 | -9 | -11 | 1.0
COc1ccc(/C=C/C(=O)C2CC2)cc1Cn1nc(C)c([N+](=O)[O-])c1C | -3 | 1 | 1 | 9 | 38* | -0.7 | -4 | -12 | 1.0

Single records, as listed above. Order of values: D1 antag | D1 PAM | D1 ag | D2 PAM | TRHR PAM | TRHR ag | RXFP1 antag | D2 antagonist | D2 ag
COc1cc(-c2cc(-c3ccc(F)cc3)nc(N)c2C#N)ccc1O in the list: -44* | -7 | 0 | -6 | 0 | 0.1 | -3 | -5 | -0.6
CCN(Cc1ccccc1)Cc1nnnn1Cc1ccccc1 in the list: -73* | 2 | 3 | 2 | 0 | -0.3 | 3 | -1 | -0.2
NS(=O)(=O)c1ccc(NC(=O)c2ccc(COc3ccccc3)o2)cc1 in the list: 11 | 10 | 13 | 5 | 1 | -1.0 | -9 | -11 | 1.0
COc1ccc(/C=C/C(=O)C2CC2)cc1Cn1nc(C)c([N+](=O)[O-])c1C in the list: -3 | 1 | 1 | 9 | 38* | -0.7 | -4 | -12 | 1.0
